Screens: PubChem BioAssay, several laboratories
Bim-Mcl-1 – human Bim-Mcl-1 interaction inhibition | Bead-based flow cytometry, Bim peptide-Mcl-1 binding | Q07820 | inhibition, % at 10 µM | hit rate 0.1% among 190,000; in the data active = inhibition above about 40%;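 also: 0% = no compound tracer wells and 100% = peptide blocker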
Target sequence (Q07820 whole entry, looked up): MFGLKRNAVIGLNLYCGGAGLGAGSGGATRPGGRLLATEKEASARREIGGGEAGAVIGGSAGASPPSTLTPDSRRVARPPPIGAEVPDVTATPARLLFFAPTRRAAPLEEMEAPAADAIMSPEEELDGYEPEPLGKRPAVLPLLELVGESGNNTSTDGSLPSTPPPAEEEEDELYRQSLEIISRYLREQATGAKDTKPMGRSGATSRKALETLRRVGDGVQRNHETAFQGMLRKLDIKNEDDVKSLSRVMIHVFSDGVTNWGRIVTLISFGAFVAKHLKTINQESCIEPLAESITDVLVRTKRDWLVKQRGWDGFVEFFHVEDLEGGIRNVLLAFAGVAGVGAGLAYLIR
Mcl1-Noxa inh – disrupts binding of human Mcl-1 to Noxa peptide. TR-FRET Mcl-1/Noxa peptide binding, 2 h. hit rate 1.5% among 220,000. inhibition, % at 21.7 µM. Q07820;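 active = compounds that cut the protein-peptide binding signal by more than 50% relative to plate controls in a single-dose test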;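 also: His-tagged Mcl-1 with rhodamine Noxa BH3 peptide and terbium anti-His antibody; 0% = Mcl-1 plus Noxa peptide wells and 100% = peptide-only wells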
ABCG2 block – blocks JC-1 efflux by human ABCG2 transporter | IgMXP3 cells, flow cytometry | hit rate 0.1% among 190,000 | AID 1325 | inhibition, % at 6.6 µM;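 active = inhibition above 80%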;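 also: 0% = DMSO and 100% = nicardipine control wells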
Target sequence (Q9UNQ0 whole entry, looked up): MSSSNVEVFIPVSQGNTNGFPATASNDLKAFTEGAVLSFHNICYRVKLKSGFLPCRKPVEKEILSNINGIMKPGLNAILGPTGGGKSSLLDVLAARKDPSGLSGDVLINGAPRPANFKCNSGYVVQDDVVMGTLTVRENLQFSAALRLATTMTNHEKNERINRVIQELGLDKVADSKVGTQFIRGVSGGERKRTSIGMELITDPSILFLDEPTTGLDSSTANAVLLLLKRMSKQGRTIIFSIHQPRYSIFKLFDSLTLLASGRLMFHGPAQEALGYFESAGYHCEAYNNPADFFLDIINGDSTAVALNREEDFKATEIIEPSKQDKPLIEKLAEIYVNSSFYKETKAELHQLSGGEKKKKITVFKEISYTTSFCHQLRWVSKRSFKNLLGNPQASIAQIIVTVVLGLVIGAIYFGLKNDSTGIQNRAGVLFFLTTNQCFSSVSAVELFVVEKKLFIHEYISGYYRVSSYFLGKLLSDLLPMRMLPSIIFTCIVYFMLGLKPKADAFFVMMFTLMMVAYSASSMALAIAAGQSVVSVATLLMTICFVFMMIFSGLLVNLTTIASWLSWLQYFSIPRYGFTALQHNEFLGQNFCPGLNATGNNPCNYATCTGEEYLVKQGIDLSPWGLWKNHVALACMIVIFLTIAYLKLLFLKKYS
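material = IgMXP3 (ABCG2) plus far-red-tagged CCRF-Adr (ABCB1) cells | amount = 3 million cells/mL, equal mix of both lines | also added = JC-1 transporter substrate | dosing = one concentration, 6.6 µM final | schedule = 10 min at 25 °C | measured by = flow cytometric JC-1 green MFI at 530 nm | read-out basis = percent efflux inhibition, scaled nicardipine 100% to DMSO 0%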
GSH fluor – compound fluoresces at 488/530 nm on GSH beads; GSH beads flow cytometry, compound fluorescence 488/530 nm; hits give high values; fluorescence (KMESF) at 10 µM; hit rate 0.25% among 190,000; AID 1776; in the data active = fluorescence above about 89;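 also: glutathione beads carrying GST-tagged Bcl family fusion proteins plus one bare bead set; values are compound well signal with DMSO vehicle wells as background; inactives centre near 16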
Pf gamet viab – kills late stage P. falciparum gametocytes | hit rate 0.065% among 150,000 | P. falciparum stage V gametocytes, ATP luminescence, 24 h | inhibition, % at 10.9 µM;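 active = inhibition above the mean plus 3 SD of compounds within the control limits, set per campaign, cut at about 38% in these data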;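 also: 0% = DMSO wells and 100% = medium only without gametocytes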
RGS7-Gao reg – modulates binding of RGS7 to human Galphao. P09471. hit rate 0.35% among 220,000. Multiplexed bead flow cytometry; actives lie on both sides. binding response (% of control), % at 10 µM. AID 1439; in the data active = binding response below about 49% or above about 150%; inconclusive = no clear call, values can overlap the other calls; inactive = in between;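 also: fluorescent Galphao held in activated GDP-AlF4 state binding bead-coupled RGS7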
ABCB1 inh – inhibitors of human ABCB1 transporter, ABCG2 counter-screen; CCRF-Adr cells, JC-1 efflux, flow cytometry; P08183; inhibition, % at 6.6 µM; AID 1326; hit rate 0.067% among 190,000; in the data active = inhibition above about 40%;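 also: 0% = vehicle and 100% = reference inhibitor; higher value means more JC-1 retained so stronger ABCB1 efflux block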
Mcl1-Bid inh – Mcl-1/Bid interaction inhibition | Q07820 | inhibition, % at 21.7 µM | AID 1021 | hit rate 0.97% among 220,000 | TR-FRET Mcl-1/Bid-Dy647 peptide binding, 1536-well;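 active = compounds that cut the binding signal by more than half at the single screening dose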;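 also: His-tagged Mcl-1 with europium anti-His antibody binding Bid BH3 peptide; 0% = Mcl-1 plus peptide wells and 100% = peptide-only wells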
Avidin bead fluor – avidin bead compound fluorescence profile; Avidin beads, compound fluorescence 488/530 nm, flow cytometry; hits give high values; fluorescence (KMESF) at 10 µM; hit rate 0.38% among 220,000; AID 1775; in the data active = fluorescence above about 47; also: inactives centre near 10
RGS4-Gao reg – modulates binding of RGS4 to human Galphao; AID 1415; Multiplexed bead flow cytometry; actives lie on both sides; P09471; binding response (% of control), % at 10 µM; hit rate 0.33% among 220,000; in the data active = binding response below about 49% or above about 150%; inactive = in between;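 also: fluorescent Galphao activated with aluminum fluoride binding bead-coupled RGS4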
RGS8-Gao reg – regulators of human RGS8-Galphao interaction; P09471; multiplexed bead flow cytometry, RGS8-Galphao binding; actives lie on both sides; response (percent of control binding), % at 10 µM; hit rate 0.34% among 220,000; AID 1423; in the data active = response below about 60% or above about 140%; inactive = in between;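 also: Galphao activated as the GDP aluminium fluoride complex binding bead-coupled RGS8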
Numbers without * were called inactive; u = inconclusive; x = not tested or not shown.

no.	mol	Bim-Mcl-1	Mcl1-Noxa inh	ABCG2 block	GSH fluor	Pf gamet viab	RGS7-Gao reg	ABCB1 inh	Mcl1-Bid inh	Avidin bead fluor	RGS4-Gao reg	RGS8-Gao reg
1	CC(C)(C)c1ccc(O)c(N=Cc2cc(Br)ccc2O)c1	0	-27	0	12	-17	100	-0.1	-64	12	101	102
2	Cc1ccc(OCC(O)CN2C(=O)NC(C)(C)C2=O)cc1 (stereo not given)	-5	8	-1	14	-4	103	-0.4	4	7	104	104
3	COc1ccc(N=C(C)C2=C(O)COC2=O)cc1	-1	2	4	27	-5	106	0.5	-18	7	101	100
4	Cc1[nH]n(-c2ccc([N+](=O)[O-])cc2)c(=O)c1C=NCCc1c[nH]c2ccccc12	2	15	18	9	5	99	0.4	-14	7	99	101
5	Cc1ccc(Nc2nc3c(c(=O)[nH]c(=O)n3C)n2Cc2ccc(F)cc2)cc1	0	17	35	22	2	104	1.4	-16	6	104	107
6	O=C(CNc1ccccc1)NNC1=NCCC1	-5	13	6	20	14	100	0.8	-13	5	96	105
7	COc1ccc(CCNC(=O)CN(c2cccc([N+](=O)[O-])c2)S(C)(=O)=O)cc1OC	1	-8	0	9	10	105	0.3	-16	21	103	102
8	CCOC(=O)N1CCN(C(=O)CCSc2ccc(C)cc2)CC1	-3	-19	1	25	-9	99	0.8	19	36	96	98
9	Cc1c(C(=O)N2CCc3ccccc32)oc2c1C(=O)CC(C)(C)C2	-1	-3	16	41	x	103	0.8	-38	12	102	99
10	COCCNc1cc(C)nc2c(-c3ccccc3OC)c(C)nn12	-1	5	-2	24	x	105	-2.2	-5	8	105	106
11	CCCC/C(O)=C1\C(=O)CC(C)(C)CC1=Nc1ccccc1OC	-3	22	5	11	x	99	1.3	-9	9	98	101
12	CCOC(=O)Cc1cc(=O)[nH]c(=O)[nH]1	0	-8	3	18	2	108	1.5	2	12	102	99
13	CC(C)(C)c1nc2c(C#N)c(-c3ccc(Cl)cc3)ccn2n1	1	5	2	29	-3	102	0.1	0	6	101	103
14	O=S(=O)(Cc1ccccc1)/C1=C(\N2CCOCC2)CCCCCC1	-4	6	21	23	-15	102	1.7	-25	26	101	100
15	COc1ccc(/C=C(/C#N)C(=O)NC2CCCCC2)cc1Br	-2	-3	3	14	x	99	0.2	4	20	99	101
16	CCc1cc(Br)ccc1N1C(=O)C2CC=CCC2C1=O (stereo not given)	-6	2	26	28	x	98	2.2	-10	33	93	99
17	O=C(c1nc2ccccn2c1CN1CCC(Cc2ccccc2)CC1)N1CCCC1	-4	-3	1	15	1	124	1.3	-13	6	121	113
18	COc1ccc(-c2n[nH]c(C(F)(F)F)c2-c2cc3ccccc3o2)c(O)c1	-3	31	0	13	x	96	0.1	40	33	102	101
19	COc1ccc(N(C(=O)Cc2cccs2)C(C(=O)NC2CCCCC2)c2cccn2C)cc1OC (stereo not given)	1	7	16	x	10	105	5.8	-36	5	103	107
20	COc1ccc(S(=O)(=O)NCC2CCC(C(=O)N3CCC4(CC3)OCCO4)CC2)cc1 (stereo not given)	-2	3	2	17	-3	101	0.2	-1	24	102	100
21	Cc1ccc2c(c1)NC(=O)C(CC(=O)NCCCN1CCCCC1C)O2 (stereo not given)	-3	11	0	23	x	109	-0.1	-21	6	108	112
22	OC1(c2ccc(Cl)cc2)CCN(Cc2cn[nH]c2-c2ccc(F)cc2)CC1	x	31	x	x	-18	u	x	-4	7	96	98
23	CCOc1ccccc1Nc1nc(N)nc(CSc2nccc(C)n2)n1	-2	9	-3	32	x	101	-3.2	-15	6	101	101
24	O=C(NCc1ccccn1)c1ccc(N2CCCC2=O)cc1	2	-12	-1	15	10	97	0.0	-21	18	102	99
25	COc1cc(C2CC(=O)N(c3ccc(C)cc3)C(=O)C2)cc(OC)c1OC	x	-5	x	x	-19	u	x	-20	8	98	103

Given in transposed form: part of the list above
1) CC(C)(C)c1ccc(O)c(N=Cc2cc(Br)ccc2O)c1
2) Cc1ccc(OCC(O)CN2C(=O)NC(C)(C)C2=O)cc1 (stereo not given)
3) COc1ccc(N=C(C)C2=C(O)COC2=O)cc1
compound no.	1	2	3
Bim-Mcl-1	0	-5	-1
Mcl1-Noxa inh	-27	8	2
ABCG2 block	0	-1	4
GSH fluor	12	14	27
Pf gamet viab	-17	-4	-5
RGS7-Gao reg	100	103	106
ABCB1 inh	-0.1	-0.4	0.5
Mcl1-Bid inh	-64	4	-18
Avidin bead fluor	12	7	7
RGS4-Gao reg	101	104	101
RGS8-Gao reg	102	104	100

Individual results from the list:
Under Mcl1-Noxa inh, COc1ccc(N=C(C)C2=C(O)COC2=O)cc1 is listed with 2
Under Bim-Mcl-1, Cc1c(C(=O)N2CCc3ccccc32)oc2c1C(=O)CC(C)(C)C2 is listed with -1
Under Mcl1-Bid inh, CCc1cc(Br)ccc1N1C(=O)C2CC=CCC2C1=O (stereo not given) is listed with -10
Under RGS7-Gao reg, COc1ccc(S(=O)(=O)NCC2CCC(C(=O)N3CCC4(CC3)OCCO4)CC2)cc1 (stereo not given) is listed with 101

The listing picks up with the 2 entries that preceded the break.
no.	mol	Bim-Mcl-1	Mcl1-Noxa inh	ABCG2 block	GSH fluor	Pf gamet viab	RGS7-Gao reg	ABCB1 inh	Mcl1-Bid inh	Avidin bead fluor	RGS4-Gao reg	RGS8-Gao reg
24	O=C(NCc1ccccn1)c1ccc(N2CCCC2=O)cc1	2	-12	-1	15	10	97	0.0	-21	18	102	99
25	COc1cc(C2CC(=O)N(c3ccc(C)cc3)C(=O)C2)cc(OC)c1OC	x	-5	x	x	-19	u	x	-20	8	98	103
26	O=C(NNc1ncnc2sccc12)c1ccc(Cl)cc1	x	-7	x	x	9	u	x	-24	6	97	96
27	S=C(Nc1ccc(Cl)c(Cl)c1)N1CCOCC1	-7	0	3	8	-9	106	-0.4	-30	15	97	116
28	CCOc1ccccc1N=CC1=C(O)CC(c2ccccc2)CC1=O (stereo not given)	0	1	10	11	-23	98	3.2	-11	10	98	99
29	COC(=O)c1ccc(C(=O)OC)c(NC(=O)COC(=O)C23CC4CC(CC(O)(C4)C2)C3)c1	0	1	4	6	-11	99	1.5	9	10	104	98
30	Cc1nn(C(C)C(=O)N2CCc3ccccc3C2)c(=O)c2cc3occc3n12 (stereo not given)	-1	7	1	14	x	96	1.2	-21	6	97	94
31	CCOc1ccc(/C=N/NC(=O)CSc2n[nH]c(=O)[nH]c2=O)cc1OC	1	-2	4	9	-5	104	0.7	-3	26	104	106
32	COCCNC(=O)C(c1ccc(Cl)cc1)N(C(=O)CCC(=O)Nc1ccccn1)C1CCCC1 (stereo not given)	0	-10	1	10	-18	103	0.6	-16	16	104	100
33	COc1ccc(NC(=O)CN(C)C(=O)c2ccc(C)s2)cc1	-1	-1	2	11	-1	103	0.6	-9	11	99	101
34	O=C1C2C3CC(C(Br)C3Br)C2C(=O)N1CC1CCCO1 (stereo not given)	x	-2	x	x	-11	u	x	-2	7	96	99
35	O=C1C(Cl)=C(N2CCN(Cc3ccccc3)CC2)C(=O)N1c1ccccc1	3	11	3	19	x	94	0.6	-34	15	94	97
36	O=C(CSc1nnnn1-c1ccccc1)Nc1nc(-c2ccccc2)ns1	-1	13	-6	12	7	98	-7.2	-13	9	103	100
37	CCc1ccc(NC(=O)Cn2ncc3c4ccccc4n(C)c3c2=O)cc1	x	-5	x	x	-31	u	x	10	7	98	99
38	Cc1onc(-c2ccccc2)c1C(=O)N=C(N)c1ccc(Cl)cc1	x	13	x	x	7	u	x	-2	3	104	105
39	Nc1nnc(SCCN2C(=O)c3ccccc3C2=O)s1	2	3	2	4	x	116	0.3	-9	9	117	109
40	CCCOc1cccc(C2/C(=C(/O)c3ccccc3)C(=O)C(=O)N2CCN(C)C)c1 (stereo not given)	-2	-8	1	62	-1	98	0.4	-13	11	104	97
41	CN1CCN(Cc2nc(N)nc(Nc3ccc4c(c3)OCCO4)n2)CC1	0	4	5	17	x	97	1.6	-17	29	101	101
42	Cc1cc(-c2n[nH]c(=S)o2)c(C)n1-c1ccccc1	-4	16	1	24	-15	93	-0.3	-27	12	95	95
43	O=C(Cc1ccccc1)N1CCC(c2ccccc2)C1 (stereo not given)	x	12	x	x	-14	u	x	11	7	106	104
44	O=C(COc1cccc(C(F)(F)F)c1)N1CCN(c2ccc(O)cc2)CC1	1	34	1	12	-19	98	0.4	-46	20	96	99
45	Cc1ccc2cc3c(NC(=O)c4cccnc4)nn(C)c3nc2c1	0	8	4	35	-1	99	1.6	-17	10	99	101
46	Cc1ccc(CN(C#N)c2nc(C)cc(C)n2)cc1	-4	-8	6	28	3	98	0.3	-31	14	100	100
47	Cn1c(CC(=O)Nc2ccc(Cl)c(Cl)c2)n[nH]c1=S	-3	14	0	11	-4	108	-0.1	-31	24	104	103
48	O=C(O)c1ccc(-n2cncn2)c([N+](=O)[O-])c1	x	17	x	x	4	u	x	-21	6	109	104
49	CCCCNC(=O)c1onc(CSc2ccccc2)c1C(=O)O	-2	23	7	35	x	102	1.4	12	10	99	100
50	N#CC1=C(SCC(=O)c2ccc(Br)cc2)NC2=C(C(=O)CCC2)C1c1ccco1 (stereo not given)	-1	11	2	20	-1	98	0.7	-26	28	99	97
51	Cc1ccc(S(=O)(=O)Nc2ccc(N3CCN(C)CC3)nc2)cc1	0	-1	2	16	x	101	0.3	-28	9	102	99
52	O=C(COC(=O)c1cc(=O)[nH]c(=O)[nH]1)NCc1ccccc1	8	-8	2	10	4	102	0.7	-12	6	101	98
53	CN(C)CCCNC1=CC(=O)OC12CCCCC2	1	19	5	28	x	102	0.7	-7	5	102	98
54	Cc1ccn2c(NC3CCCCC3)c(C(C)C)nc2c1	0	17	6	17	x	100	0.5	-29	6	103	104
55	CC12CCC(c3c(C(=O)N4CCOCC4)nn(-c4ccccc4)c31)C2(C)C (stereo not given)	-1	1	9	14	-4	u	0.8	-7	11	99	102
56	CNC(=S)N(CCc1c(C)[nH]c2ccc(Cl)cc12)Cc1cc(OC)c(OC)c(OC)c1	-2	-17	1	17	x	104	0.3	-13	7	100	101

Only RGS4-Gao reg (2 entries from above):
nr | mol | RGS4-Gao reg
51 | Cc1ccc(S(=O)(=O)Nc2ccc(N3CCN(C)CC3)nc2)cc1 | 102
52 | O=C(COC(=O)c1cc(=O)[nH]c(=O)[nH]1)NCc1ccccc1 | 101
